# mIDH1 inhibitor – inhibitors of human mutant IDH1 R132H. O75874. IDH1-R132H enzyme, NADPH consumption, diaphorase/resazurin fluorescence. Potency, µM (titrated, usually from 76.6 µM), for inactives: top-dose activity change, negative = inhibition, usual class: inhibitors. hit rate 0.093% among 390,000; further: on the % scale 0 is the no-effect control and ±100 the full control effect; nearly all actives have a fitted effect of over 65% in size
# Target sequence (O75874 whole entry R132H, stated change not applied): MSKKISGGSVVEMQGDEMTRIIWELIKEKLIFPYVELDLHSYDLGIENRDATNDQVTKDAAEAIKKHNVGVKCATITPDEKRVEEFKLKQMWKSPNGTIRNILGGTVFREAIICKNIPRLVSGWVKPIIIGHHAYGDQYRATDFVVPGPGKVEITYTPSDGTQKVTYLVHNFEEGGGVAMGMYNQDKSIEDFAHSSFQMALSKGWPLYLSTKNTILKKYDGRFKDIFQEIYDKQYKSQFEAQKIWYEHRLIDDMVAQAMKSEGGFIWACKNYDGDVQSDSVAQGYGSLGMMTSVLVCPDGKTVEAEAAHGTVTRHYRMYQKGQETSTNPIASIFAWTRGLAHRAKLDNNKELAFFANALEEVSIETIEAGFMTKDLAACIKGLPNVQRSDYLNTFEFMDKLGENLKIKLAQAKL
#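 IDH1-R132H (0.5 ug/mL) preincubated 30 min with compound, then NADPH (0.016 mM) and alpha-KG (2 mM) added; 80 min at RT, pH 7.5. Remaining NADPH coupled via diaphorase/resazurin to fluorescence (540/590 nm); concentration-response curves normalized to no-enzyme control.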
# TrxR1 inh – blocks rat thioredoxin reductase 1; O89049; recombinant rTrxR1, NADPH fluorescence consumption, selenite substrate; Potency, µM (titrated, usually from 114 µM), inactives show at the highest dose activity change, negative = inhibition, hits mostly inhibitors; hit rate 1% among 390,000; further: on the % scale 0 is the no-effect control and ±100 the full control effect; nearly all actives have a fitted effect of over 65% in size
#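 Rat TrxR1 (90 nM in the dispensed reagent) was pre-reduced with 400 uM NADPH for 5 min at room temperature, then incubated with compound for 15 min. After 400 uM selenite was added, NADPH fluorescence (Ex 340/Em 450 nm) was followed for 8 min.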
# 12-LOX inh – blocks human arachidonate 12S-lipoxygenase | P18054 | purified 12hLO, xylenol orange hydroperoxide absorbance | Potency, µM (titrated, usually from 108 µM), inactives show at the highest dose activity change, negative = inhibition, actives largely listed as inhibitors | hit rate 1.1% among 580,000 | AID 1671190; further: on the % scale 0 is the no-effect control and ±100 the full control effect
#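 Purified human 12hLO at 150 nM in 25 mM Hepes, 0.01% Triton X-100, pH 7.0, preincubated 15 min at room temperature with compound. Reaction started with 40 uM arachidonic acid, 30 min at room temperature. Hydroperoxide measured by Fe-xylenol orange, 573/405 nm absorbance ratio.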
# RGS4 inh – blocks human RGS4-accelerated GTP hydrolysis; Transcreener GDP fluorescence polarization, RGS4-accelerated GTP hydrolysis; AID 504845; P49798; Potency, µM (series often up to 114 µM), for inactives: top-dose activity change, negative = inhibition, hits mostly inhibitors; hit rate 0.039% among 390,000; further: on the % scale 0 is the no-effect control and ±100 the full control effect; nearly all actives have a fitted effect of over 75% in size; some results filed as inactive show a strong effect at the top dose
# Target sequence (P49798 whole entry, looked up): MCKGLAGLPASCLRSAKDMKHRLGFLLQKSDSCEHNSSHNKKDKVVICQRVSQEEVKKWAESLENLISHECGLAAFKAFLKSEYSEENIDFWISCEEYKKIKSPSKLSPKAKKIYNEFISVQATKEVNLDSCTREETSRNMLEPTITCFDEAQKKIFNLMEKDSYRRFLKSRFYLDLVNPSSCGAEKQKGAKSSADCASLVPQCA
#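 MLSMR compounds (23 nl, pin-transferred) preincubated 10 min at room temperature with a 500nM (2x) first reagent, then RGS4 at 900nM (2x) plus Transcreener GDP mix added; fluorescence polarization (620/688 nm) read before and after 90 min at 30 °C.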
# TrxR1 substrate – is turned over as a substrate by rat TrxR1. AID 588456. Potency, µM (series often up to 114 µM), inactives show top-dose activity change, negative = substrate turnover. purified TrxR1 substrate turnover, NADPH consumption readout. hit rate 0.01% among 390,000; further: on the % scale 0 is the no-effect control and ±100 the full control effect; nearly all actives have a fitted effect of over 50% in size
#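 Rat TrxR1, dispensed at 90 nM, was prereduced with 400 uM NADPH (final) for 5 min at ~22 deg C, then incubated with compound 15 min before 400 uM selenite. A first-read NADPH fluorescence drop versus no-compound background flagged substrates.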
# USP1-UAF1 inh – inhibitors of human USP1/UAF1 deubiquitinase. recombinant USP1/UAF1, Ub-Rhodamine cleavage fluorescence. Potency, µM (series often up to 57.1 µM), without a hit: at the highest dose activity change, negative = inhibition, usual class: inhibitors. O94782. hit rate 0.23% among 390,000. AID 743255; further: on the % scale 0 is the no-effect control and ±100 the full control effect; nearly all actives have a fitted effect of over 60% in size; inactives centre near -12
#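 1 nM enzyme complex + cpd, 15 min RT; start with Ub-Rho 150nM final; kinetic fluorescence ex 480/em 540, 6 reads q60 s. Buffer 50mM HEPES pH 7.8, 0.5mM EDTA, 0.1 mg/ml BSA, 1mM TCEP, 0.01% Tween-20.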
# RXFP1 agonist – activates the human relaxin receptor RXFP1. Q9HBX9. hit rate 0.3% among 370,000. Potency, µM (titrated, usually from 57.5 µM), inactives show at the top dose activation, usual class: activators. AID 2676. HEK293T-RXFP1 cAMP TR-FRET, 30 min; response scale: percent of porcine relaxin response, buffer zero; further: on the % scale 0 is the no-effect control and ±100 the full control effect; nearly all actives have a fitted effect of over 60% in size; many of its hits are not listed in these tables
#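 HEK293 cells stably expressing RXFP1, treated 30 min at 37C with compounds plus PDE4 inhibitor Ro 20174; cAMP measured by HTRF TR-FRET. Normalized to buffer and 29 nM porcine relaxin; EC50 by Hill fit.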
# Vif-A3F inh – Vif-A3F binding inhibition; Potency, µM (highest dose often 46.1 µM), inactives show at the top dose activity, negative = active; AID 602313; HeLa A3F-eYFP + Vif (tagged APOBEC3F with the HIV-1 protein that degrades it), YFP fluorescence increase; hit rate 0.2% among 390,000; further: % of control where 0% means no effect; nearly all actives have a fitted effect of over 65% in size
#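 Fluorescence increase (Ex 488/Em 500-530) after overnight compound treatment at 37 deg C flags inhibition of Vif-driven A3F-eYFP loss in stable HeLa A3F-eYFP/Vif cells seeded overnight beforehand.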
# Vif-APOBEC3G blk – inhibitors of Vif-APOBEC3G interaction. Q9HC16. HeLa A3G-eYFP + Vif (tagged APOBEC3G with the HIV-1 protein that degrades it), YFP fluorescence, overnight. Potency, µM (titrated, usually from 46.1 µM), for the others: at the top dose activity, negative = active, hits mostly inhibitors. hit rate 0.076% among 410,000;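 further: on the % scale 0 is the no-effect control and ±100 the full control effect; nearly all actives have a fitted effect of over 60% in size; hits raise eYFP signal because A3G escapes Vif-driven loss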
# Target sequence (Q9HC16 whole entry, looked up): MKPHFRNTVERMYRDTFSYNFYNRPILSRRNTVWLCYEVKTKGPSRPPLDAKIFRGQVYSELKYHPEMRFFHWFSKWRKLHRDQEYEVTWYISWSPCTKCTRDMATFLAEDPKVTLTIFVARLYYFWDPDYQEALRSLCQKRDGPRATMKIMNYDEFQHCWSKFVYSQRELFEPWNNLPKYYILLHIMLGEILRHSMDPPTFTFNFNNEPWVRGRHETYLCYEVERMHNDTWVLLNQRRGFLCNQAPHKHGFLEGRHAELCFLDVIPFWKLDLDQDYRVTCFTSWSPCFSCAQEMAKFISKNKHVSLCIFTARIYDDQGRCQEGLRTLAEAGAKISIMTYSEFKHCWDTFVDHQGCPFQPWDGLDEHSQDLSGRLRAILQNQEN
#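 Read-out is eYFP fluorescence (Ex 488/Em 500-530) from Vif-expressing HeLa A3G-eYFP cells; more signal means A3G escaped Vif-mediated degradation. Cells plated overnight, compound pinned in, incubated overnight at 37 deg C.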
# * marks the source's active call; other numbers are inactive results; ? = inconclusive; / = not tested or not shown; [ ] = another dose, or the depositor's remark. The call rests on the fitted dose curve; in most records, active means well fitted curve in the direction sought with a large enough effect; inconclusive means small, poorly fitted or top-dose-only effect, or another doubt; inactive means no such curve, though single readings can be large; an effect the other way counts as inactive or inconclusive. Potency means the concentration at half of the fitted maximal effect. Only part of the results is shown; rates above refer to the full screens.
SMILES,mIDH1 inhibitor,TrxR1 inh,12-LOX inh,RGS4 inh,TrxR1 substrate,USP1-UAF1 inh,RXFP1 agonist,Vif-A3F inh,Vif-APOBEC3G blk
CNC(=O)CN1C(=O)NC2(CCc3ccccc3C2)C1=O (stereo not drawn),-4%,18%[57.1 µM],5%,26%,3%[57.1 µM],-21%,-1.3%,4%,-1%
O=C1CNC(=S)N1Cc1ccc(Cl)cc1,6%,21%,3%,-21%,-1%,-21%,-0.2%,-3%,-4%
Cc1ccccc1N(CC(=O)N1CCN(Cc2ccccc2)CC1)S(C)(=O)=O,-2%,/,-8%,/,/,?,/,11%,8%
COc1cc(C2Oc3nc(SC)nnc3-c3ccccc3N2C(C)=O)cc(Cl)c1OC (stereo not drawn),-7%,5%,?,7%,-2%,-26%,0.6%,0%,-6%
CCCOc1ccc(NC(=O)C2CC(=O)N(C(C)C)C2)cc1 (stereo not drawn),1%,16%,2%,18%,0%,-18%,0.0%,-2%,0%
Cc1nn(-c2ccc(Cl)cc2)c2[nH]c(CCl)cc(=O)c12,7%,-13%,?,-48%,2%,-10%,-5.8%,4%,-14%
CCOc1ccccc1N(CC(=O)NC1CCCCC1)S(=O)(=O)c1ccccc1,-3%,5%[57.1 µM],-7%,8%,5%[57.1 µM],-4%,3.4%,-12%,0%
O=C(Cn1c(SCc2ccccc2F)nc2ccncc21)Nc1ccccc1C(F)(F)F,2%,-7%,-18%,-11%,-4%,-20%,3.5%,4%,0%
Cc1nc2nc(C(F)(F)F)[nH]c2nc1C,4%,/,-26%,/,/,-26%,/,-3%,0%
CCOc1ccccc1N1CC(C(=O)Nc2ccc(C(=O)O)cc2)CC1=O (stereo not drawn),8%,-6%,-7%,10%,-2%,-3%,2.9%,1%,1%
CCOc1ccc2c(c1)C(N(CCN1CCOCC1)C(=O)Nc1ccccc1)CC(C)(C)O2 (stereo not drawn),0%,27%,-9%,17%,7%,-4%,1.1%,-9%,1%
CC1(C)CC(=O)C(/C=N/n2cnc3ccccc3c2=O)=C(O)C1,8%,15%[57.1 µM],0%,-47%,-1%[57.1 µM],-10%,-1.5%,5%,0%
CCOC(=O)Cc1csc(NC(=O)NC2(C(F)(F)F)Oc3cc(Cl)c(Cl)cc3O2)n1,5%,?,0.63µM*,-2%,12%[57.1 µM],-14%,-1.4%,-6%,-7%
C#CCOCCOCCOCCNc1nc(N2CCN(C(=O)Cn3cc(CCCN=C(N)N)nn3)CC2)nc(N2CCN(C(=O)[C@H](C(C)C)n3cc(CCO)nn3)CC2)n1,1%,9%,?,-16%,7%,-10%,0.6%,-9%,-5%
CC(=O)Nc1ccc(S(=O)(=O)NC(C)C(=O)OCCOc2ccc(F)cc2)cc1 (stereo not drawn),-2%,17%,-1%,12%,1%,-6%,-0.3%,4%,1%
O=c1[nH]nc(SCCS(=O)(=O)c2ccc(F)cc2)n1-c1ccc2c(c1)OCCO2,0%,-11%,94%[activator],10%,-5%,-12%,-1.2%,10%,?
CCN1CN(CCc2ccccc2)CNC1=S,3%,-2%[57.1 µM],-16%,3%,9%[57.1 µM],-6%,-0.2%,4%,0%
OC1(c2nc3ccccc3[nH]2)CCCCC1,-9%,16%[57.1 µM],-1%,10%,10%[57.1 µM],16%,0.2%,-1%,0%
O=C(Nc1ccc(F)cc1)c1nc(S(=O)(=O)Cc2ccccc2)ncc1Cl,6%,3.5µM*,10%,?,1%,?,-2.4%,2%,?
Cc1cc(NS(=O)(=O)c2ccc(NC(=O)COc3c(C)ccc(C)c3C)cc2)nc(C)n1,-1%,21%,-76%,-26%,5%,-22%,1.1%,0%,-1%
Cc1ccc(NC(=O)CCNS(=O)(=O)c2ccc3c(c2)CCC(=O)N3)cc1,-3%,17%,-5%,-41%,6%,-22%,3.4%,2%,0%
Cc1ccc(C)c2[nH]c(=O)c(C(c3nnnn3Cc3ccccc3)N3CCc4ccccc4C3)cc12 (stereo not drawn),8%,14%[57.1 µM],-25%,-9%,8%[57.1 µM],?,3.9%,-3%,0%
O=C(Oc1ccc(-c2cn3c(n2)SCC3)cc1)c1ccccc1,5%,36%,?,?,2%,-23%,-1.1%,1%,1%
Cc1cc(C)nc(CCNC(=O)CC2C(=O)NCCN2Cc2ccc(F)cc2Cl)n1 (stereo not drawn),3%,-7%,11%,-6%,5%,-18%,0.1%,-5%,-3%
COCCN(C(=O)c1ccc(-c2ccc([N+](=O)[O-])cc2)o1)c1c(N)n(CC(C)C)c(=O)[nH]c1=O,5%,-25%,-13%,-20%,-19%,-22%,0.2%,11%,0%

# A section from further up:
SMILES,mIDH1 inhibitor,TrxR1 inh,12-LOX inh,RGS4 inh,TrxR1 substrate,USP1-UAF1 inh,RXFP1 agonist,Vif-A3F inh,Vif-APOBEC3G blk
Cc1cc(NS(=O)(=O)c2ccc(NC(=O)COc3c(C)ccc(C)c3C)cc2)nc(C)n1,-1%,21%,-76%,-26%,5%,-22%,1.1%,0%,-1%
Cc1ccc(NC(=O)CCNS(=O)(=O)c2ccc3c(c2)CCC(=O)N3)cc1,-3%,17%,-5%,-41%,6%,-22%,3.4%,2%,0%
Cc1ccc(C)c2[nH]c(=O)c(C(c3nnnn3Cc3ccccc3)N3CCc4ccccc4C3)cc12 (stereo not drawn),8%,14%[57.1 µM],-25%,-9%,8%[57.1 µM],?,3.9%,-3%,0%
O=C(Oc1ccc(-c2cn3c(n2)SCC3)cc1)c1ccccc1,5%,36%,?,?,2%,-23%,-1.1%,1%,1%
Cc1cc(C)nc(CCNC(=O)CC2C(=O)NCCN2Cc2ccc(F)cc2Cl)n1 (stereo not drawn),3%,-7%,11%,-6%,5%,-18%,0.1%,-5%,-3%
COCCN(C(=O)c1ccc(-c2ccc([N+](=O)[O-])cc2)o1)c1c(N)n(CC(C)C)c(=O)[nH]c1=O,5%,-25%,-13%,-20%,-19%,-22%,0.2%,11%,0%

# More structures.
SMILES,mIDH1 inhibitor,TrxR1 inh,12-LOX inh,RGS4 inh,TrxR1 substrate,USP1-UAF1 inh,RXFP1 agonist,Vif-A3F inh,Vif-APOBEC3G blk
Cc1nnc(SCC(=O)N2CCOCC2)c2ccccc12,4%,-19%,0%,-45%,-4%,-7%,3.8%,-2%,0%
Cc1ccc(N=C2SCCCN2C(=O)c2cccc(N3C(=O)CCC3=O)c2)cc1Cl,-3%,5%,-28%,-35%,4%,-16%,-0.4%,6%,0%
Cc1cccc(N(CC(=O)NC2CCCCC2)C(=O)c2csnn2)c1,5%,2%[57.1 µM],-9%,-11%,1%[57.1 µM],-13%,-1.5%,-4%,0%
Cc1cc(C)cc(C(=O)NC(=S)Nc2ccc(Cc3ccncc3)cc2)c1,0%,?,45µM*,-29%,-13%,-8%,1.2%,-25%,-19%
CC(C)(C)CC(=O)N1CCN(c2ccc(S(=O)(=O)N3CCOCC3)cc2[N+](=O)[O-])CC1,-7%,10%,6%,-2%,-5%,-21%,1.4%,1%,1%
Cc1ccccc1C(=O)N1CCC(C(=O)N(C)CC(=O)Nc2cccc(F)c2)CC1,-9%,18%,-18%,-19%,6%,-18%,1.0%,-5%,3%
O=C(Nc1ccc(OC(F)F)cc1)c1cc(S(=O)(=O)N2CCOCC2)ccc1F,4%,5%,0%,19%,1%,-10%,2.3%,2%,-5%
COc1ccc(CCN2CC(C(=O)NCc3ccon3)CCC2=O)cc1 (stereo not drawn),6%,/,13%,/,/,-24%,/,-8%,-5%
Fc1ccc2cnc(-c3ccccc3F)cc2c1,9%,-2%,-11%,-3%,-3%,?,/,-2%,0%
O=C(NCCc1ccccc1)C1CCC(=O)N1CCc1ccccc1 (stereo not drawn),3%,4%,-8%,-14%[56.9 µM],-1%,-11%,0.2%,8%,-2%

# Pulled one by one from above, four records:
SMILES,mIDH1 inhibitor,TrxR1 inh,12-LOX inh,RGS4 inh,TrxR1 substrate,USP1-UAF1 inh,RXFP1 agonist,Vif-A3F inh,Vif-APOBEC3G blk
O=C(Nc1ccc(OC(F)F)cc1)c1cc(S(=O)(=O)N2CCOCC2)ccc1F,4%,5%,0%,19%,1%,-10%,2.3%,2%,-5%
Fc1ccc2cnc(-c3ccccc3F)cc2c1,9%,-2%,-11%,-3%,-3%,?,/,-2%,0%
Cc1cc(C)cc(C(=O)NC(=S)Nc2ccc(Cc3ccncc3)cc2)c1,0%,?,45µM*,-29%,-13%,-8%,1.2%,-25%,-19%
CC(C)(C)CC(=O)N1CCN(c2ccc(S(=O)(=O)N3CCOCC3)cc2[N+](=O)[O-])CC1,-7%,10%,6%,-2%,-5%,-21%,1.4%,1%,1%
